Bioassay records deposited in PubChem BioAssay by Broad Institute.
TcdB GH inh – inhibitors of Clostridioides difficile toxin B glycohydrolase. P18177. TcdB glycohydrolase enzymatic assay, plate reader. inhibition, % at 9.99 µM. actives 0.24% (n = 350,000); in the data active = inhibition above about 10%
Target sequence (P18177 whole entry, looked up): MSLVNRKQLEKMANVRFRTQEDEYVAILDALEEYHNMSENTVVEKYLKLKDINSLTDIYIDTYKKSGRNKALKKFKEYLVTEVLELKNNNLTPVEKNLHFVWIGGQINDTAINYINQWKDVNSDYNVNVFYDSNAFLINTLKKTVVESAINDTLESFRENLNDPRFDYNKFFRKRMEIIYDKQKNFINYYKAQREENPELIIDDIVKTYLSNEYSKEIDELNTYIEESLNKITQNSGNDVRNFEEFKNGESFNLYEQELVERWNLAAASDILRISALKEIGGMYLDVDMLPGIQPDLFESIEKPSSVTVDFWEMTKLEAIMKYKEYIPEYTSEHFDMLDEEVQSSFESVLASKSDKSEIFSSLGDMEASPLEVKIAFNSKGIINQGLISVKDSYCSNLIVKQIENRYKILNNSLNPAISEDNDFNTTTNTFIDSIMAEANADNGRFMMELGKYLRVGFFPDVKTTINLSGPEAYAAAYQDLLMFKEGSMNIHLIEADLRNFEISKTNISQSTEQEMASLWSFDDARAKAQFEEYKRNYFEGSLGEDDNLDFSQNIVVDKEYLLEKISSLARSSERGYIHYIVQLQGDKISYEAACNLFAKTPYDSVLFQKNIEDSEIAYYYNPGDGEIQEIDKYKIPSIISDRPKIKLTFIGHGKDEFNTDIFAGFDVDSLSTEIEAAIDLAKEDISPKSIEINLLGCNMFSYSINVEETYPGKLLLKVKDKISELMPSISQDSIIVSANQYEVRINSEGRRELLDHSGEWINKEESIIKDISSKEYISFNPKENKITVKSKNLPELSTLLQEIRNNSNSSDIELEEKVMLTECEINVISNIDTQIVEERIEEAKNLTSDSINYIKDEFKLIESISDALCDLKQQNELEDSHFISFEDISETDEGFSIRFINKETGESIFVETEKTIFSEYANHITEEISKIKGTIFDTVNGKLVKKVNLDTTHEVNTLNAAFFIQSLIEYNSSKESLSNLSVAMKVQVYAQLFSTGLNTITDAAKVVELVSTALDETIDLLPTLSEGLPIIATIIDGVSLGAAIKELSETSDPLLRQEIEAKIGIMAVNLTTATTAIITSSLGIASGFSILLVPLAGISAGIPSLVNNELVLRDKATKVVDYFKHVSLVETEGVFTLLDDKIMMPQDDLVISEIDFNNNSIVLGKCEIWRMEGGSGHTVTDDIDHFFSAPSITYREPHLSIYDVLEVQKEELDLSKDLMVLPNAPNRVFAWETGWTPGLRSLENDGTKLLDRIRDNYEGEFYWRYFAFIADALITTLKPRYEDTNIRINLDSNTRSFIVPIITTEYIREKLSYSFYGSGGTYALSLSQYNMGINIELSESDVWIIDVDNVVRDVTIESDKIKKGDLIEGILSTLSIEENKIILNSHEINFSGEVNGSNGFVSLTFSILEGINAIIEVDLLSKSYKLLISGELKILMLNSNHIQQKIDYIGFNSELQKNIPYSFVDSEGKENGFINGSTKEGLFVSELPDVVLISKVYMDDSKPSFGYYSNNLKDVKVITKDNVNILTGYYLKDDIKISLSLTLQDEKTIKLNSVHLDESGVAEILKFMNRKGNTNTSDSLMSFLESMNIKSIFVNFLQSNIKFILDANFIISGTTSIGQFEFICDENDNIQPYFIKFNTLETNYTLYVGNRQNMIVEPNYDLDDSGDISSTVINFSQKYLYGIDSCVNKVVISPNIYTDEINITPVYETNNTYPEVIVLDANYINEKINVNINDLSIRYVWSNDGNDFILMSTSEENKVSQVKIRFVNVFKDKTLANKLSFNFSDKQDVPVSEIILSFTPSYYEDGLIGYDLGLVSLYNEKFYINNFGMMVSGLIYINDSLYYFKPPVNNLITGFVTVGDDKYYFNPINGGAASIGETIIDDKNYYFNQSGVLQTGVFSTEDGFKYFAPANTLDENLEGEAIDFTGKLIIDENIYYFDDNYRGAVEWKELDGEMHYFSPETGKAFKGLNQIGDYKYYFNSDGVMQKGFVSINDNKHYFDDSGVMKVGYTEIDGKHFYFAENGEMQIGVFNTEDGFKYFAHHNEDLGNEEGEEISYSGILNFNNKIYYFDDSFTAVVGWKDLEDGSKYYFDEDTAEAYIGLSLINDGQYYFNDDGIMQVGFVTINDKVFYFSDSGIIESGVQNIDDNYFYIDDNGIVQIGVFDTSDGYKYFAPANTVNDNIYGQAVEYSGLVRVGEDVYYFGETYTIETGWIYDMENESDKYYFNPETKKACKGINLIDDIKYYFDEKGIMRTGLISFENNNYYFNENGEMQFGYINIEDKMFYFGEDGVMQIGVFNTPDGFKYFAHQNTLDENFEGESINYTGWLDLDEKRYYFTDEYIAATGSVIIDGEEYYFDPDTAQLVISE
An asterisk follows results filed as active; & = joins results of further samples. This is a subset; the hit share may differ from the screen's.

SMILES	TcdB GH inh
C[C@H](CO)N1C[C@H](C)[C@@H](CN(C)Cc2ccc(Cl)c(Cl)c2)Oc2ccc(NS(=O)(=O)c3cccs3)cc2C1=O	0.4
CCCC#Cc1ccc([C@@H]2[C@@H](CO)N3CCCCN(S(=O)(=O)c4ccccc4C)C[C@@H]23)cc1	-0.1
C[C@H](CO)N1C[C@H](C)[C@@H](CN(C)Cc2ccccc2)Oc2c(NC(=O)C3CCOCC3)cccc2C1=O	-0.5
CN(C)C(=O)c1ccc(-c2ccc([C@@H]3[C@H](CO)N4C(=O)CN(C(=O)C5CCCC5)C[C@@H]34)cc2)cc1	0.3
O=C(C[C@@H]1CC[C@@H]2[C@H](COC[C@H](O)CN2C(=O)Nc2ccc(Cl)c(Cl)c2)O1)NCc1ccc(F)cc1	0.2
Cc1cc(N2CCNC[C@@H]2C)ccc1N1CCS(=O)(=O)CC1	-1.4
CO[C@H]1CN(C)C(=O)c2ccc(NC(C)=O)cc2OC[C@@H](C)N(Cc2cncnc2)C[C@H]1C	0.4
O=C(CCN1CCCCC1)NCC[C@@H]1CC[C@@H](NC(=O)C2CCOCC2)[C@H](CO)O1	0.1
COc1ccc(S(=O)(=O)Nc2ccc3c(c2)C(=O)N([C@@H](C)CO)C[C@H](C)[C@@H](CN(C)CC2CCCCC2)O3)cc1	0.6
COc1ccc(S(=O)(=O)N2C[C@H](O)COC[C@H]3O[C@H](CC(=O)N[C@@H]4CCN(Cc5ccccc5)C4)CC[C@@H]32)cc1	-0.2
COC(=O)C[C@@H]1CC[C@H](NC(=O)c2ccc3c(c2)OCO3)[C@@H](CO)O1	0.6
C[C@@H](NC(=O)C[C@@H]1CC[C@H]2[C@@H](COC[C@H](O)CN2Cc2cc(F)ccc2F)O1)c1ccccc1	0.4
O=C1CN(S(=O)(=O)Cc2ccccc2)C[C@@H]2[C@@H](c3ccc(C#CC4CC4)cc3)[C@H](CO)N12	0.9
CCCNC(=O)[C@@H]1[C@@H](CO)[C@@H]2Cn3c(cccc3=O)[C@H]1N2CCC	2.9
C[C@@H]1CN([C@@H](C)CO)C(=O)c2cccc(NC(=O)C3CCCCC3)c2O[C@H]1CN(C)Cc1ccc(C(=O)O)cc1	0.9
CN1C(=O)c2cc(NC(=O)C3CCCCC3)ccc2OC[C@H]2O[C@@H](CC(=O)NCCc3ccncc3)CC[C@H]21	3.5
C[C@H](CO)N1C[C@H](C)[C@H](CN(C)Cc2ccc(C(=O)Nc3ccccc3N)cc2)Oc2ccc(NS(=O)(=O)c3cn(C)cn3)cc2C1=O	-0.2
C[C@@H]1CN([C@@H](C)CO)C(=O)c2cc(NC(=O)NC3CCCCC3)ccc2O[C@H]1CN(C)Cc1ccc(C(=O)Nc2ccccc2N)cc1	0.2
CC(=O)N1CCCCN2[C@H](C1)[C@@H](c1ccc(Br)cc1)[C@@H]2CO	-0.6
O=C(Cc1ccccc1)N1CCCCN2[C@H](CO)[C@H](c3ccc(C#Cc4ccccc4)cc3)[C@@H]2C1	-6.9
O=C(Cc1ccncc1)Nc1ccc2c(c1)[C@H]1C[C@@H](CC(=O)N3CCCCC3)O[C@@H](CO)[C@H]1O2	-1.1
CN(C)C(=O)[C@@H]1[C@@H](CO)[C@@H]2Cn3c(cccc3=O)[C@H]1N2CC1CCCCC1	1.4
CC(C)CC#Cc1ccc([C@@H]2[C@H](CO)N3C(=O)CN(C(=O)Nc4ccc(F)cc4)C[C@@H]23)cc1	1.0
Cc1noc(C)c1S(=O)(=O)N(C)C[C@H]1OCCCC[C@H](C)Oc2ccc(NC(=O)Cc3ccccc3)cc2C(=O)N([C@@H](C)CO)C[C@H]1C	0.0
CN(C)CC#Cc1ccc([C@@H]2[C@@H](CO)N3C(=O)CN(C(=O)Cc4cccnc4)C[C@H]23)cc1	0.1
COc1ccccc1S(=O)(=O)Nc1ccc2c(c1)OC[C@H](C)NC[C@@H](C)[C@@H](OC)CN(C)C2=O	-0.4
CN1c2ccc(-c3ccccc3)cc2[C@H]2[C@H](CCN2C(=O)Cc2ccccn2)[C@H]1CO	3.3
CCS(=O)(=O)Nc1ccc2c(c1)C(=O)N(C)C[C@@H](OC)[C@@H](C)CN(C(=O)C1CC1)[C@H](C)CO2	-0.2
C[C@@H]1CN([C@@H](C)CO)C(=O)Cc2cc(NC(=O)Cn3cnnn3)ccc2O[C@H]1CN(C)S(=O)(=O)c1cccs1	-0.5
C[C@@H]1CN([C@@H](C)CO)C(=O)c2cccc(NC(=O)c3nc4ccccc4s3)c2O[C@@H]1CN(C)S(C)(=O)=O	0.9

4 entries from above in another layout:
mol,TcdB GH inh
CN1c2ccc(-c3ccccc3)cc2[C@H]2[C@H](CCN2C(=O)Cc2ccccn2)[C@H]1CO,3.3
CCS(=O)(=O)Nc1ccc2c(c1)C(=O)N(C)C[C@@H](OC)[C@@H](C)CN(C(=O)C1CC1)[C@H](C)CO2,-0.2
C[C@@H]1CN([C@@H](C)CO)C(=O)Cc2cc(NC(=O)Cn3cnnn3)ccc2O[C@H]1CN(C)S(=O)(=O)c1cccs1,-0.5
C[C@@H]1CN([C@@H](C)CO)C(=O)c2cccc(NC(=O)c3nc4ccccc4s3)c2O[C@@H]1CN(C)S(C)(=O)=O,0.9

Additional compounds follow.
SMILES	TcdB GH inh
O=C(C[C@H]1C=C[C@@H](NC(=O)c2ccc(F)cc2)[C@@H](CO)O1)NCCc1ccccc1	-1.5
O=C(CN1CCOCC1)N1C[C@@H]2N[C@H](C1)C2c1ccc(/C=C/c2ccccc2)cc1 (some centres not stated)	1.2&0.8
Cc1ccccc1S(=O)(=O)NCC[C@H]1CC[C@@H](NS(=O)(=O)c2ccccc2C)[C@H](CO)O1	0.5
O=C(CN1CCOCC1)N[C@@H]1CC[C@@H](CCNC(=O)C2CCCC2)O[C@@H]1CO	-0.9
CCC(=O)N(C)C[C@@H]1Oc2cc(-c3ccc(C#N)cc3)ccc2S(=O)(=O)N([C@H](C)CO)C[C@H]1C	0.8
COc1ccc(CN(C)C[C@@H]2Oc3c(NC(=O)Nc4c(C)noc4C)cccc3C(=O)N([C@H](C)CO)C[C@H]2C)cc1	0.0
Cc1cccc(-c2ccc([C@H]3[C@@H](CO)N4C(=O)CN(C(=O)Cc5ccccn5)C[C@@H]34)cc2)c1	-0.3
O=C(C[C@H]1CC[C@@H](NC(=O)c2cccnc2)[C@H](CO)O1)NCCN1CCCCC1	0.1
CCCCc1c(-c2ccccc2OC)ncn1C1CCCCC1	0.6
Fc1cccc(-c2ccc(C3[C@H]4CNC[C@@H]3N4CC3CCOCC3)cc2)c1 (some centres not stated)	-7.6

Brought forward from above: two entries, then new ones.
SMILES	TcdB GH inh
CCCCc1c(-c2ccccc2OC)ncn1C1CCCCC1	0.6
Fc1cccc(-c2ccc(C3[C@H]4CNC[C@@H]3N4CC3CCOCC3)cc2)c1 (some centres not stated)	-7.6
COC(=O)C[C@H]1CC[C@H]2[C@@H](COc3ccc(NS(C)(=O)=O)cc3C(=O)N2C)O1	-0.2
C[C@@H]1CN([C@H](C)CO)S(=O)(=O)c2ccc(C#CC(C)(C)O)cc2O[C@@H]1CN(C)CC1CC1	0.0
C[C@H]1CN([C@@H](C)CO)C(=O)c2cccc(NC(=O)c3nc4ccccc4s3)c2O[C@H]1CN(C)Cc1ccc(C(=O)O)cc1	-0.2
CC(C)NC(=O)N(C)C[C@H]1Oc2ncc(C#CCc3ccccc3)cc2C(=O)N([C@@H](C)CO)C[C@H]1C	-5.1
CCCN(C)C[C@H]1Oc2cc(C#Cc3ccccc3F)ccc2S(=O)(=O)N([C@H](C)CO)C[C@H]1C	-1.5
COc1ccc(NC(=O)N[C@H]2CC[C@H](CCNC(=O)c3cc(Cl)cc(Cl)c3)O[C@H]2CO)cc1	0.4
O=C(NC1CCCC1)N1CCCCN2[C@H](CO)[C@@H](c3ccc(-c4cccnc4)cc3)[C@@H]2C1	-3.0
CCCN(C)C[C@@H]1OCCCC[C@H](C)Oc2ccc(NS(=O)(=O)c3ccc(C)cc3)cc2C(=O)N([C@@H](C)CO)C[C@H]1C	-0.2
C[C@H]1CN([C@@H](C)CO)C(=O)c2cccc(NS(=O)(=O)c3ccc(Cl)cc3)c2O[C@@H]1CN(C)Cc1ccc(Oc2ccccc2)cc1	-1.2
COc1ccccc1C#Cc1ccc2c(c1)O[C@@H](CN(C)Cc1ccccc1)[C@@H](C)CN([C@@H](C)CO)S2(=O)=O	-0.5
O=C(C[C@H]1C[C@@H]2c3cc(NC(=O)Nc4ccc(C(F)(F)F)cc4)ccc3O[C@@H]2[C@@H](CO)O1)NC1CCCCC1	0.2
CN(C)CCCNC(=O)C[C@H]1CC[C@H]2[C@H](COc3ccc(NC(=O)NC4CCCC4)cc3C(=O)N2C)O1	-0.3
CNC[C@@H]1Oc2ncc(-c3cccc(C(=O)N(C)C)c3)cc2C(=O)N([C@H](C)CO)C[C@@H]1C	1.2
CC(C)NC(=O)Nc1ccc2c(c1)C(=O)N([C@H](C)CO)C[C@H](C)[C@H](CN(C)Cc1ccc(C(=O)Nc3ccccc3N)cc1)OCCCC[C@@H](C)O2	-1.1
CC(C)(O)C#Cc1ccc([C@H]2[C@H](CO)N3CCCCN(C(=O)c4ccc(F)cc4)C[C@@H]23)cc1	-6.3
C[C@@H]1CCCCO[C@@H](CN(C)CC2CCCCC2)[C@H](C)CN([C@@H](C)CO)C(=O)c2cc(NS(=O)(=O)c3cn(C)cn3)ccc2O1	0.1
COc1ccc(-c2cnc3c(c2)C(=O)N([C@H](C)CO)C[C@H](C)[C@H](CN(C)S(=O)(=O)c2ccc(F)cc2)O3)cc1	0.6
CNC[C@@H]1OCCCC[C@@H](C)Oc2ccc(NC(=O)c3ccccc3)cc2C(=O)N([C@@H](C)CO)C[C@@H]1C	-0.3
O=C(c1cnccn1)N1CC(=O)N2[C@H](C1)[C@H](c1ccc(C#CCc3ccccc3)cc1)[C@@H]2CO	-0.2
Cc1ccc(S(=O)(=O)N(C)C[C@H]2Oc3ccc(NC(=O)CCN4CCOCC4)cc3C(=O)N([C@@H](C)CO)C[C@H]2C)cc1	0.5
COc1ccc(C#Cc2ccc([C@H]3[C@@H](CO)N4CCCCN(Cc5ccccc5F)C[C@H]34)cc2)cc1	0.8
COc1ccc(S(=O)(=O)N(C)C[C@@H]2Oc3ccc(NC(=O)CCCN(C)C)cc3C(=O)N([C@@H](C)CO)C[C@H]2C)cc1	-9.0
C[C@@H]1CN([C@H](C)CO)C(=O)c2cc(C3=CCCC3)cnc2O[C@@H]1CN(C)S(C)(=O)=O	-0.7
COc1ccc(S(=O)(=O)Nc2ccc3c(c2)C(=O)N([C@H](C)CO)C[C@H](C)[C@H](CN(C)Cc2ccncc2)OCCCC[C@@H](C)O3)cc1	-0.1
COCC(=O)N[C@@H]1C=C[C@H](CC(=O)NCc2ccccc2OC)O[C@@H]1CO	0.0
Cc1noc(C)c1S(=O)(=O)Nc1ccc2c(c1)C(=O)N([C@@H](C)CO)C[C@H](C)[C@H](CN(C)Cc1ccc(Oc3ccccc3)cc1)O2	-0.8
COc1cccc(CN(C)C[C@H]2OCc3ccccc3-c3c(n(C)c4ccccc34)C(=O)N([C@@H](C)CO)C[C@@H]2C)c1	1.1
O=C(Nc1ccccc1F)N[C@H]1C=C[C@@H](CC(=O)N2CCCCC2)O[C@@H]1CO	-0.3
CC(C)CC#Cc1ccc2c(c1)O[C@@H](CN(C)C(=O)Cc1ccccn1)[C@H](C)CN([C@H](C)CO)S2(=O)=O	1.4
C[C@@H]1CN([C@H](C)CO)C(=O)Cc2cc(NC(=O)CCN3CCOCC3)ccc2O[C@@H]1CN(C)S(=O)(=O)c1ccc(Cl)cc1	0.7
CC(C)NC(=O)N(C)C[C@@H]1OCCCC[C@H](C)Oc2ccc(NC(=O)Nc3ccc4c(c3)OCO4)cc2C(=O)N([C@H](C)CO)C[C@@H]1C	-0.2
C[C@@H]1CCCCO[C@@H](CN(C)S(=O)(=O)c2ccccc2)[C@@H](C)CN([C@H](C)CO)C(=O)c2cc(NC(=O)c3ccncc3)ccc2O1	2.0
Cc1ccccc1-c1ccc2c(c1)O[C@H](CN(C)CC1CC1)[C@H](C)CN([C@H](C)CO)S2(=O)=O	-9.7
COc1ccc(S(=O)(=O)Nc2cccc3c2O[C@@H](CN(C)Cc2ccccc2)[C@H](C)CN([C@H](C)CO)C3=O)cc1	1.0
C[C@@H]1CN([C@H](C)CO)C(=O)Cc2cc(NS(=O)(=O)c3cn(C)cn3)ccc2O[C@H]1CN(C)Cc1ccc(-c2ccccc2)cc1	-0.1
COCC#Cc1cnc2c(c1)C(=O)N([C@H](C)CO)C[C@H](C)[C@@H](CN(C)S(=O)(=O)c1cccc(OC)c1)O2	0.0
CCCNC(=O)N1C[C@@H]2N[C@H](C1)C2c1ccc(-c2cccc(OC)c2)cc1 (some centres not stated)	0.2
O=C(C[C@H]1C[C@H]2c3cc(NC(=O)CC4CC4)ccc3O[C@H]2[C@H](CO)O1)NCc1cccnc1	0.0
CCC(=O)N[C@H]1CC[C@H](CCn2cc(C3CC3)nn2)O[C@H]1CO	-1.3
CN1c2ccc(-c3ccccc3)cc2[C@@H]2[C@@H](CCN2C(=O)c2ccncc2)[C@@H]1CO	5.0
O=C(c1cccc(F)c1)N1CC2(C1)[C@H](c1ccccc1)[C@H](CO)N2C(=O)C1CC1	-13.2
C[C@@H]1CN([C@@H](C)CO)C(=O)c2cc(/C=C/c3ccccc3)cnc2O[C@H]1CN(C)S(C)(=O)=O	-0.7
C[C@H]1CN([C@@H](C)CO)C(=O)Cc2cc(NC(=O)Cn3cnnn3)ccc2O[C@H]1CN(C)C(=O)NC1CCCCC1	0.1

3 successive entries from above, quoted:
SMILES	TcdB GH inh
CCCNC(=O)N1C[C@@H]2N[C@H](C1)C2c1ccc(-c2cccc(OC)c2)cc1 (some centres not stated)	0.2
O=C(C[C@H]1C[C@H]2c3cc(NC(=O)CC4CC4)ccc3O[C@H]2[C@H](CO)O1)NCc1cccnc1	0.0
CCC(=O)N[C@H]1CC[C@H](CCn2cc(C3CC3)nn2)O[C@H]1CO	-1.3
